Xi reactivation: activators of inactive X chromosome reactivation, primary screen, imaging, XiGFP fibroblasts, GFP high-content imaging, set 2; XiGFP mouse fibroblasts, % GFP-positive cells imaging, 3 d; cells co-treated with 5-aza-dC sensitizer; scaled so ellipticine positive control = 100%; activation, % at 7.58 µM; actives 0.055% (n = 360,000); AID 743238, 2013;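 active means mean normalized replicate activation at least 10% and every replicate at or above 10%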;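 further: 0% = median of on-plate neutral control wells and 100% = ellipticine 6 µM median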
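assay system = SV40-immortalized XiGFP fibroblast cells, line 68-5-11 | buffer or medium = DMEM plus 5-aza-dC sensitizer | doses = single-point pinned compound dosing | times = 3-day compound exposure, then 15 min fixation at room temperature | benchmarks = positive control ellipticine, 6 µM final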
RAD52 anneal inh: RAD52 DNA annealing inhibitors, primary screen, biochemical, FRET, single point, set 2; recombinant RAD52 DNA annealing, FRET fluorescence; inhibition, % at 18.7 µM; actives 0.46% (n = 360,000);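 active means every replicate showing at least 50% inhibition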
CFTR F508del cor: F508del CFTR correction, initial screen, CFBE line, single point | actives 0.36% (n = 350,000) | CFBE cells, YFP halide quenching; stimulated with forskolin plus potentiator P3; % fluorescence drop versus neutral controls | activity (quench increase), % at 7.58 µM;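 active means mean added fluorescence quench of at least 8% versus neutral control, with both replicates also reaching 8%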;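 further: cells transiently co-express mutant CFTR-F508del with the halide-sensitive YFP; corrector assay measuring rescue of mutant channel to the surface after 24 h compound exposure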
RAD54 inh: inhibitors of human RAD54 branch migration, primary screen, biochemical, fluorescence, single point; DNA repair and recombination protein RAD54-like (Homo sapiens), Q92698; RAD54 Holliday junction branch migration, FAM/BHQ fluorescence; inhibition, % at 10.4 µM; actives 0.14% (n = 360,000);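 active means mean normalized replicate activity at least 40 and at least half of replicates scoring 40 or more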;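 further: 0% = median of neutral control wells and 100% = median of positive control wells; inhibitors cause a drop in the FAM fluorescence signal; in these data hits start at about 50%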
Target sequence (Q92698 whole entry, looked up): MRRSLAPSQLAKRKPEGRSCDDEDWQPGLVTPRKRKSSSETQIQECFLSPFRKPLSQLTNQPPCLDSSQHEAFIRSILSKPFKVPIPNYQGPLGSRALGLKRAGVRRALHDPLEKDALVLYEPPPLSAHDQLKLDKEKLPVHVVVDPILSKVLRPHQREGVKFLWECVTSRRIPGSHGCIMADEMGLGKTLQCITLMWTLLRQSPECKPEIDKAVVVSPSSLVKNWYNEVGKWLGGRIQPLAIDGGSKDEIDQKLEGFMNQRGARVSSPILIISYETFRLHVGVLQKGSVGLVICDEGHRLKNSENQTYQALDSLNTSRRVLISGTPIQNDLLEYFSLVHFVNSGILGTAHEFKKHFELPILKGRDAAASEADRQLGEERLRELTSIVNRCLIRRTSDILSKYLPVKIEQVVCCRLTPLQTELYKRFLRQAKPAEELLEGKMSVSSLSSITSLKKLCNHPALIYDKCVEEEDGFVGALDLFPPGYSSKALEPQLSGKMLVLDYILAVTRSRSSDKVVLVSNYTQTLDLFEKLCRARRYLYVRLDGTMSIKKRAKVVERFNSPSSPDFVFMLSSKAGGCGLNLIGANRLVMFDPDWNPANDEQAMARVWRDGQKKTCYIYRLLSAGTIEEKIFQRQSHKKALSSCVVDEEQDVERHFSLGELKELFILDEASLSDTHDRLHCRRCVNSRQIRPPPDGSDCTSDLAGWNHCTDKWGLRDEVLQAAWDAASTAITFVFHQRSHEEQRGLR
esBAF inh: Bmi1 luciferase reporter increase in mESCs, primary screen, esBAF inhibitor project, mouse ES cells, Bmi1 luciferase knock-in, single point; reporter increase, % at 12.5 µM; 24 h; 100% = twice the neutral-well signal; actives 2% (n = 350,000); AID 602393, 2012; in the data active means activation above about 40%;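 further: 0% = median of the plate's neutral control wells and 100% = double that signal; a rise in the Bmi1 reporter signal indicates esBAF inhibition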
INS-1E GSIS act: GLuc luminescence reporter in INS-1E cells, primary screen for activators of glucose-dependent secretion of insulin. activation, % at 16.6 µM. actives 0.61% (n = 370,000). INS-1E GLuc reporter insulin secretion, 2-3 h;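 active means lowest replicate activation of at least 40%, so every replicate reaches that level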;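 further: 0% = median of neutral control wells and 100% = median of IBMX positive control wells; some compounds called inactive have numbers as strong as hits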
ARNT TACC3 PPI: disruptors of ARNT/TACC3 protein interaction, primary screen, biochemical, AlphaScreen, single concentration; Transforming acidic coiled-coil-containing protein 3 (Homo sapiens), Q9Y6A5; AlphaScreen His-ARNT PAS-B/GST-TACC3 binding, luminescence; TACC3 fragment carries E629A point mutation; inhibition, % at 9.99 µM; actives 0.66% (n = 390,000); AID 623870, 2012;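 active means mean inhibition of replicates at least 50% and at least half of replicates each reaching 50%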;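 further: 0% = complete ARNT plus TACC3 wells and 100% = ARNT alone without TACC3; many hits fall short of the cut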
ERAP1 inh: human ERAP1 aminopeptidase inhibitors, primary screen, biochemical, single point, plate reader. Endoplasmic reticulum aminopeptidase 1 (Homo sapiens), Q9NZ08. recombinant ERAP1, Leu-AMC fluorescence, 60 min. inhibition, % at 10.7 µM. actives 0.15% (n = 340,000);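 active means mean replicate inhibition of at least 30%, or all replicates individually reaching that 30% level; inactive means mean below 30% and not every replicate reaching it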;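 further: 0% = neutral control wells and 100% = L-leucinethiol positive control wells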
Numbers without * were called inactive; x = no result given.

Preview:
SMILES	Xi reactivation	RAD52 anneal inh	CFTR F508del cor	RAD54 inh	esBAF inh	INS-1E GSIS act	ARNT TACC3 PPI	ERAP1 inh
COC(=O)[C@@]12C[C@@H](CC(=O)NCc3cccc4ccccc34)C(=O)N(Cc3ccc4c(c3)OCO4)C1=CCC(C)(C)C2	x	-15.4	-1.7	x	x	-16.5	x	3.0
C[C@@H]1CN([C@@H](C)CO)C(=O)c2cc(NC(=O)c3ccncc3)ccc2O[C@@H](C)CCCCO[C@H]1CN(C)S(=O)(=O)c1cn(C)cn1	0.6	-4.7	0.3	-7.6	-0.2	11.3	-3.4	2.0
COCc1cc(C)nc(SCc2ccc(F)cc2)c1C#N	0.0	-17.2	-0.1	-1.9	6.0	-12.3	-6.3	-2.0
COc1cc(C2CC(=O)N(c3ccc(C)cc3)C(=O)C2)cc(OC)c1OC	0.5	-1.8	10.2*	x	x	6.6	-7.6	-3.0

All compounds of this part, previewed entries included:
SMILES	Xi reactivation	RAD52 anneal inh	CFTR F508del cor	RAD54 inh	esBAF inh	INS-1E GSIS act	ARNT TACC3 PPI	ERAP1 inh
COC(=O)[C@@]12C[C@@H](CC(=O)NCc3cccc4ccccc34)C(=O)N(Cc3ccc4c(c3)OCO4)C1=CCC(C)(C)C2	x	-15.4	-1.7	x	x	-16.5	x	3.0
C[C@@H]1CN([C@@H](C)CO)C(=O)c2cc(NC(=O)c3ccncc3)ccc2O[C@@H](C)CCCCO[C@H]1CN(C)S(=O)(=O)c1cn(C)cn1	0.6	-4.7	0.3	-7.6	-0.2	11.3	-3.4	2.0
COCc1cc(C)nc(SCc2ccc(F)cc2)c1C#N	0.0	-17.2	-0.1	-1.9	6.0	-12.3	-6.3	-2.0
COc1cc(C2CC(=O)N(c3ccc(C)cc3)C(=O)C2)cc(OC)c1OC	0.5	-1.8	10.2*	x	x	6.6	-7.6	-3.0
O=C1COc2ccc(S(=O)(=O)Nc3ccc4c(c3)OCO4)cc2N1	0.0	-0.5	-0.9	-7.7	-1.1	5.5	5.2	0.8
COC(=O)[C@@]1(Cc2ccc(F)cc2)[C@H]2c3cc(C(=O)N4CCCC4)n(Cc4ccc(OC(F)(F)F)cc4)c3C[C@H]2CN1C(=O)c1ccccc1	0.0	-17.3	1.0	x	x	-11.1	x	x
O=C(N[C@H](C(=O)N1CCC[C@H]1C(=O)NC1CCCC1)C1CCCCC1)C1CC1	0.3	-3.5	-5.6	x	x	x	x	5.0
CCCNS(=O)(=O)c1ccc(CCC(=O)N2CCN(CC)CC2)cc1	x	-0.9	4.3	-8.2	-4.9	-6.5	-2.9	6.8
CCOc1ccccc1NC(=O)C1COc2ccccc2O1 (stereo not given)	0.0	-1.1	-0.5	0.1	-0.9	x	-7.4	0.5
NC(=O)c1nsc(C(=O)N(CC(=O)NCc2ccccc2)c2cccc(F)c2)c1N	0.2	-12.6	0.2	2.2	-5.8	12.4	x	6.7
Cc1cc(C)cc(OCC(=O)Nc2ccc(CN3CCCCC3)cc2)c1	0.1	-11.6	0.3	x	x	21.9	-2.3	-1.9
CC(C)(c1ccccc1)c1ccc(OCCN2CCOCC2)cc1	0.0	1.5	3.0	-6.0	-2.0	9.5	-9.3	0.9
COC(=O)CCC(=O)N1CCC(Oc2cccc(C(=O)NCc3ccccn3)c2)CC1	0.1	-7.9	-1.4	-6.8	0.7	17.8	x	-0.4
Cc1[nH]c(-c2ccccn2)nc(=S)c1Cl	-0.1	-10.3	0.9	2.7	x	x	41.7	x
COCCCn1cc(CN2CC(N3CCN(C)CC3)CS2(=O)=O)nn1 (stereo not given)	0.0	-18.2	1.4	x	x	4.2	x	x
CCCCC(=O)NC(=S)NNC(=O)CCc1ccccc1	-0.7	-7.5	-0.5	-7.8	x	-43.6	29.2*	-1.4
O=C(Nc1ccc(-c2nc3cccnc3s2)cc1)C1CCCO1 (stereo not given)	0.0	-34.3	-3.6	-3.3	-70.2	-1.3	2.6	7.6
O=C(NC1CCCCC1)C(c1ccnc2ccccc12)n1c(=O)c(-c2ccco2)nc2ccccc21 (stereo not given)	0.1	-53.5	4.4	x	x	-16.4	x	x
C=C1c2nc3ccccc3n2C=C(c2ccc(C)cc2)N1c1ccccc1	0.1	-11.4	1.6	x	8.3	-8.3	-4.7	-1.4
CCS(=O)(=O)N1CCC(NC(=O)C(Cc2ccc(OC)c(OC)c2)NC(C)=O)CC1 (stereo not given)	0.5	-10.7	1.4	-3.1	2.1	11.9	-5.4	x
CCOc1ccc2[nH]c(=O)c(CN(CCN3CCCC3)C(=S)Nc3ccccc3OCC)cc2c1	0.0	-17.4	6.0	x	x	4.4	3.1	-3.0
CCOC(=O)N1CCN(C(=O)C(=O)Nc2sc3c(c2C(=O)O)CC(C)(C)OC3)CC1	0.2	-11.9	0.3	4.3	5.1	28.3	-6.9	0.5
Cc1nn(C(C)C(=O)NCC2CCCO2)c(=O)c2c1sc1ccccc12 (stereo not given)	0.2	-7.4	-1.4	-6.1	1.9	2.0	-0.2	1.3
O=C(/C=C/c1ccccc1)OCC(=O)c1ccc[nH]1	-0.1	-13.1	0.6	x	1.7	3.8	-0.4	-1.9
CN(C)S(=O)(=O)c1ccc(C(=O)NCc2nnc(SCC(=O)c3ccccc3)o2)cc1	0.0	-12.9	-0.7	12.4	-0.3	x	-3.3	-7.4

The results go on.
SMILES	Xi reactivation	RAD52 anneal inh	CFTR F508del cor	RAD54 inh	esBAF inh	INS-1E GSIS act	ARNT TACC3 PPI	ERAP1 inh
O=C(COC(=O)c1cc[n+]([O-])cc1)NCCc1ccc(Cl)cc1Cl	0.1	-6.9	1.2	x	x	-18.5	-3.1	0.9
O=C(CN1CCN(S(=O)(=O)c2cccc(Br)c2)CC1)NCCc1cccs1	0.2	-6.4	0.6	-0.8	3.5	-15.3	x	0.2
Cc1nc(Cl)sc1C(=O)Nc1cc(F)cc(F)c1	0.1	-11.9	2.3	-2.0	-9.1	-2.5	-4.2	-0.5
C[C@H]1CCCCO[C@H](CN(C)S(=O)(=O)c2ccc(F)cc2)[C@@H](C)CN([C@@H](C)CO)C(=O)c2cc(NC(=O)C3CCCCC3)ccc2O1	0.3	7.4	-6.7	-5.6	-3.6	-27.7	-0.8	-0.2
CN(C)S(=O)(=O)c1ccc(C(=O)OCC2COC(C)(C)O2)cc1 (stereo not given)	0.0	1.3	0.8	x	-7.2	19.0	-4.3	-1.0
CN1C[C@@H]2[C@@H]3C(=O)N(Cc4ccccc4)C(=O)[C@@H]3[C@](C)(C1=O)N2C(=O)c1ccc(C(F)(F)F)cc1	0.0	-3.2	3.1	-19.2	7.2	0.0	x	-0.9
COc1ccccc1NS(=O)(=O)c1ccc(O)c(C(=O)OCc2cccc([N+](=O)[O-])c2)c1	0.0	-3.9	0.0	-7.6	-4.6	3.4	0.3	0.6
O=C(CC[C@H]1O[C@@H](n2cnc3c(NC(=O)c4ccccc4)ncnc32)[C@H](O)[C@@H]1O)NCC1CCCO1 (stereo not given in full)	-0.1	-8.5	1.5	-1.4	2.1	17.1	x	-10.0
Cc1ccc(S(=O)(=O)NCC(=O)N(CC2CCCO2)C(C(=O)NC2CCCC2)C(C)C)cc1 (stereo not given)	0.1	-21.6	2.4	-3.5	2.7	-2.2	0.3	-1.8
NC(Cc1ccc(C(F)(F)F)cc1)c1csc(NC(=O)NCCc2ccccc2)n1 (stereo not given)	0.0	-57.3	-2.0	9.9	-82.9	5.1	x	3.5
Clc1ccc(-c2csc(N/N=C/c3ccco3)n2)cc1	0.0	-2.7	-0.2	x	x	x	7.6	-1.0
COc1ccc(C(c2nnnn2C(C)C)N2CCN(C(=O)c3ccco3)CC2)cc1 (stereo not given)	-0.1	-15.8	-0.6	-8.3	-1.3	-2.8	3.2	2.9
COc1ccc(-c2cn3cccnc3n2)cc1NC(=O)C1CC1	x	-24.5	-0.1	1.1	x	-0.8	13.3	2.2
O=C(C(=Cc1ccc(F)cc1)C(=O)c1ccccc1)c1ccccc1	-0.1	-3.5	2.5	x	x	-4.1	x	8.9
O=C(CCCCCn1nnc2ccccc2c1=O)Nc1ccccc1F	0.3	-8.6	-1.5	-2.5	-2.5	14.3	-6.2	3.6
CCOC(=O)CSc1ncc(-c2ccccc2)nn1	x	x	x	-5.1	-2.3	-4.6	-4.7	x
C[C@H]1CN([C@@H](C)CO)S(=O)(=O)c2ccc(C#CC3(O)CCCC3)cc2O[C@H]1CN(C)C(=O)Cc1ccncc1	-0.2	-11.3	1.1	10.6	-0.6	-2.6	-1.9	-0.8
CS(=O)(=O)N1[C@H](CO)[C@@H](c2ccccc2)C12CN(C(=O)c1ccccc1F)C2	0.0	-17.5	-1.6	x	x	11.4	x	-4.1
C[C@@H]1CCCCO[C@@H](CN(C)Cc2ccccc2)[C@@H](C)CN([C@H](C)CO)C(=O)c2cc(NC(=O)c3ccncc3)ccc2O1	0.2	4.7	2.7	6.9	0.4	7.1	-2.1	0.4
CN(NS(=O)(=O)c1ccc(F)cc1)c1ncc(C(F)(F)F)cc1Cl	0.0	-10.3	-1.9	x	x	4.8	-0.8	-2.9
CN(CC(=O)Nc1ccc(S(N)(=O)=O)cc1)Cc1ccccc1F	0.0	-4.0	5.0	x	-1.3	4.0	3.4	-2.7
Cc1noc(C)c1S(=O)(=O)Nc1ccc2c(c1)C(=O)N([C@H](C)CO)C[C@@H](C)[C@@H](CN(C)S(=O)(=O)c1ccc(F)cc1)OCCCC[C@H](C)O2	0.1	60.3*	0.8	0.9	2.9	-6.0	-0.1	0.7
CN(C)c1ccc(/C=N/NC(=O)c2sccc2-n2cccc2)cc1	0.4	-2.0	-2.3	-0.8	x	2.5	6.4	2.4
Cc1cc(C)c(OCCN(C)Cc2ccccc2)c(Br)c1	0.0	5.9	-0.3	x	x	6.2	2.9	1.5
COc1ccc(O)c(/C=N/NS(=O)(=O)c2ccc(C)cc2)c1	0.0	-15.8	-1.0	2.5	15.0	-3.0	1.8	-2.6

Further records follow:
SMILES	Xi reactivation	RAD52 anneal inh	CFTR F508del cor	RAD54 inh	esBAF inh	INS-1E GSIS act	ARNT TACC3 PPI	ERAP1 inh
O=C(Nc1ccccc1)NC1CCCCCCC1	0.0	-9.7	-1.6	0.2	x	x	x	1.6
COc1ccc(S(=O)(=O)c2nnn(-c3ccccc3Cl)c2N)cc1	0.0	-27.0	-1.3	x	x	0.6	-6.3	0.4
CCOC(=O)CC(NS(=O)(=O)c1ccc2[nH]c(=O)sc2c1)c1ccc(C)cc1 (stereo not given)	0.4	-0.2	0.4	-2.2	6.2	x	-11.5	0.2
O=C1[C@@H]2CSCN2C(=O)CN1Cc1c(F)cccc1Cl	0.1	-12.7	-1.6	x	-6.3	28.0	-12.5	-4.0
COc1cccc(NC(=O)CSc2ccc(-c3ccco3)nn2)c1	-0.1	-7.0	-3.5	-4.8	5.1	-19.0	-3.2	-1.5
CCOc1ccc(S(=O)(=O)N(C)CCO)cc1-c1nc2c(C(C)(C)C)nn(C)c2c(=O)[nH]1	x	x	x	-6.2	-3.1	29.0	2.2	x
CC=Cc1ccc2n(c1=O)C[C@H]1[C@H](CO)[C@@H](C(=O)N(C)C)[C@@H]2N1S(=O)(=O)c1ccccc1C (mixture of isomers)	0.1	6.9	-1.6	x	x	-0.8	x	-8.1
CC(=O)Nc1ccc(C(O)(C(F)(F)F)C(F)(F)F)cc1	0.1	-45.2	-7.8	-10.5	-5.9	-0.6	1.8	10.5
